Source: PubChem (several laboratories)
TNF death inh: inhibitors of TNF-alpha triggered necroptosis, primary screen, cell-based, Jurkat FADD-/-, single concentration. 220,000 compounds, 0.068% hits. AID 463075, 2010. Jurkat FADD-/- TNF necroptosis rescue, ATP luminescence, 24 h; 0 = TNF only, 100 = no-TNF cells. activation (protection from cell death), % at 10 µM;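 active = activation, meaning protection from cell death, of at least 50% relative to plate controls; inactive = activation below 50%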;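 note: necroptosis triggered by 40 ng/mL TNF-alpha added together with compound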
CHOP inhibitor: inhibitors of CHOP promoter induction, primary screen, cell-based, unfolded protein response, luciferase reporter; inhibition, % at 10 µM; CHO-K1 CHOP-promoter luciferase, tunicamycin-induced, 15-18 h; 220,000 compounds, 3.8% hits;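 active = compounds that reduced the stress-induced luciferase reporter signal by more than about 70% of percent inhibition, limit read from the data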;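 note: 0% = tunicamycin plus vehicle and 100% = wells without tunicamycin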
L929 necroptosis: inhibitors of zVAD-triggered necroptosis, primary screen, L929 cells; L929 zVAD necroptosis rescue, ATP luminescence, 24 h; with zVAD 60 µM; viability rescue, % at 10 µM; 220,000 compounds, 0.38% hits; AID 1377, 2008;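 active = activation, scaled between plate controls, above about 75%, limit read from the data; inactive = activation under that limit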;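 note: 0% = zVAD with DMSO and 100% = DMSO alone without zVAD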
EP2 antag: human EP2 receptor antagonists, primary screen, TR-FRET cAMP, C6 glioma cells | C6 glioma cells expressing human EP2; cells stimulated with saturating PGE2 | inhibition, % at 25 µM | 260,000 compounds, 0.52% hits | AID 1422, 2008;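 active = percent inhibition above 40 after rounding to a whole number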;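 note: rat C6 glioma host cells with rolipram phosphodiesterase inhibitor present; the protocol text gives 20 µM as final concentration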
Target sequence (P43116 whole entry, looked up): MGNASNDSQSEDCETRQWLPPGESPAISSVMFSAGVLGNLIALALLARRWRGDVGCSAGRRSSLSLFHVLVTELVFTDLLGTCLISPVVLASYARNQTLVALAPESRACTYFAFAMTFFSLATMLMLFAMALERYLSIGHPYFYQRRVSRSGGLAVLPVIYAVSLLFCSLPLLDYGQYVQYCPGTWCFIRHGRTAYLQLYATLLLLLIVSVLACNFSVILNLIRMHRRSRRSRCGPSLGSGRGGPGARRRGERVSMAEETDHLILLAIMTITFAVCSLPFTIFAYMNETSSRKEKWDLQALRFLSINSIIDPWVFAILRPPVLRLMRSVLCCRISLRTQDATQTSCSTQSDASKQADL
FXIa inh: human FXIa protease inhibitors, primary screen, biochemical, 1536-well | purified FXIa, Boc-Glu-Ala-Arg-AMC fluorogenic substrate | inhibition, % at 5 µM | 220,000 compounds, 0.14% hits | Coagulation factor XI (Homo sapiens), P03951;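 active = inhibition of at least 40%; inactive = inhibition below 40%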;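 note: fluorescence of freed AMC excited at 355 nm; 0% = enzyme without compound and 100% = no enzyme blank; many of its hits are not listed in these tables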
Target sequence (P03951 19-387 limits assumed): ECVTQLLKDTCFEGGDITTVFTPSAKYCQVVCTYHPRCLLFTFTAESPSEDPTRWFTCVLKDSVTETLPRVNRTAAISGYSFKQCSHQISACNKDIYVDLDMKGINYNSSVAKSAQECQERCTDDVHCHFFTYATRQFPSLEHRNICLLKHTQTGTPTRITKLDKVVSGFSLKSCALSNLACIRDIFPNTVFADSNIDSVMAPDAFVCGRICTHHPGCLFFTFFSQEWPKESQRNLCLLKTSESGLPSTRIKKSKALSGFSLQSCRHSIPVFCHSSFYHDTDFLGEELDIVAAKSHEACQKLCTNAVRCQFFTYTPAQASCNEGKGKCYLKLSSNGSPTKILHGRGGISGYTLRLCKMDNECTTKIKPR
Target sequence (P03951 388-625 limits assumed): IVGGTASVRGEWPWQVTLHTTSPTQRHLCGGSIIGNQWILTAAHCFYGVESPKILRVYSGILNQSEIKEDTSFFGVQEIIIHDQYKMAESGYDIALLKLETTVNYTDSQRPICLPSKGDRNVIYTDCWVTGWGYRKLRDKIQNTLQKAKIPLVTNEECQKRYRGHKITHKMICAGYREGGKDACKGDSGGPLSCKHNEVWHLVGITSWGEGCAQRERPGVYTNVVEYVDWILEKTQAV
PPC-1+TRAIL kill: compounds killing PPC-1 cancer cells with TRAIL present, primary screen, TRAIL potentiator project, ATPLite luminescence, uHTS | PPC-1 cells + TRAIL, ATPLite viability luminescence | cell killing (% activity), % at 4 µM | 220,000 compounds, 0.41% hits | AID 1443, 2008;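 active = cell killing above 50% in the first pass at 4 µM, then a duplicate retest at 5 µM averaging 50% or more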;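 note: plate controls were cells with TRAIL plus DMSO for no effect and medium-only wells lacking cells for full effect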
FXIIa inh 1536: human FXIIa protease inhibitors, primary screen, biochemical, 1536-well; 220,000 compounds, 0.3% hits; Coagulation factor XII (Homo sapiens), P00748; purified FXIIa, Boc-QGR-AMC fluorogenic substrate, 2 h; inhibition, % at 5 µM; in the data active = inhibition above about 40%;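 note: 0% = enzyme with no compound and 100% = blank without enzyme; many of its hits are not listed in these tables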
Wee1 degr inh: Wee1 degradation inhibitors, primary screen, cell-based, HeLa, Wee1K328M-luciferase, luminescence. HeLa Luc-Wee1K328M stability; 100% = proteasome inhibitor MG132 effect. reporter increase, % at 5 µM. 220,000 compounds, 1.2% hits;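 active = activation above the mean of all tested compounds plus 3 SD, set per screening run, cut at about 8.8% in these data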;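 note: cells exposed to compound for 20 h before luminescence read; 0% = DMSO alone and 100% = MG132 at 30 µM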
Tb hexokinase: Trypanosoma brucei hexokinase 1 inhibitors, primary screen, biochemical, G6PDH-coupled NADH absorbance, MLSCN library. hexokinase 1 [Trypanosoma brucei]. recombinant TbHK1, G6PDH-coupled NADH A340. inhibition, % at 10 µM. 220,000 compounds, 0.11% hits;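 active = inhibition of 50% or more in the single-dose primary screen; inactive = inhibition below 50%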
Starred values were filed as active, the others as inactive; . = no result given; & = joins results of further samples; [ ] = another dose, or the depositor's remark.

SMILES | TNF death inh | CHOP inhibitor | L929 necroptosis | EP2 antag | FXIa inh | PPC-1+TRAIL kill | FXIIa inh 1536 | Wee1 degr inh | Tb hexokinase
CCCCN(C(=O)NC(=O)Nc1ccccc1OC)S(C)(=O)=O | -2.2 | 20 | -0.1 | 7 | 3 | 8 | 18 | -2 | 3
CCOC(=O)c1cc(-c2ccc(N3CCOCC3)cc2)nn1-c1ccccc1 | 0.9 | 10 | 2.0 | 3 | 11 | 3 | 13 | 2 | -7
Cc1ccccc1-c1cc2c(nn1)-c1ccccc1C2=O | -12 | 13 | 0.0 | 17 | 23 | 38[5 µM] | 27 | -3 | -13
Cc1cc(C)n2nc(SCCOc3ccccc3F)nc2n1 | 3.3 | -13 | -0.5 | 3 | -5 | 10 | -3 | -3 | 2
O=C(CSc1nc(-c2ccccc2)nn1C(=O)c1ccccc1)Nc1cccc([N+](=O)[O-])c1 | -5.7 | 48 | 0.6 | 7 | -2 | 29 | 11 | -1 | 5
Cc1ccccc1CC(=O)c1ccc(O)c(C)c1O | -1.6 | 14 | -0.2 | 5 | -3 | 15 | 6 | -3 | -27
O=C(Nc1ccc(F)cc1)c1cccc(NC(=O)C2C3CC4OC(=O)C2C4C3)c1 (stereo not given) | 1.1 | 6 | -0.1 | 9 | 8 | 20 | 17 | 4 | 5
CC(=O)Nc1ccc(S(=O)(=O)Nc2ccc(NC(=O)c3ccco3)cc2)cc1 | 0.6 | 22 | 0.4 | 9 | -10 | -21 | -5 | 0 | -5
O=C(Nc1c(Cl)cc(Cl)cc1C(=O)NCCN1CCOCC1)c1cccc([N+](=O)[O-])c1 | 0.1 | -8 | -0.2 | 7 | -1 | 16 | 6 | 1 | 5
CC(Sc1nc2ccccc2[nH]1)C(=O)O (stereo not given) | 0.4 | 10 | 0.5 | 4 | 0 | 10 | -3 | -1 | -7
COc1cc(/C=C/C(=O)OCC(=O)NC(=O)NC(C)C)cc(OC)c1OC | 0.1 | 7 | 3.0 | 4 | -3 | 29 | 6 | 1 | 1
Cc1ccc(/C=C2\CC(C)CC3=C2NC(=S)NC3c2ccc(C)cc2)cc1 (stereo not given) | -6.0 | 53 | -0.8 | 5 | -3 | 9 | 2 | 0 | -10
COC(=O)Cc1c(O)ccn(Cc2cccc(C(F)(F)F)c2)c1=O | -0.3 | -5 | 0.6 | 11 | -2 | -9 | 4 | 3 | 0
COc1cccc2cc(C(=O)N3CCN(c4ccccn4)CC3)c(=O)oc12 | 0.9 | -4 | 0.8 | 12 | 3 | 17 | 7 | 0 | -13
CCSc1nc(N)c(C#N)c(-c2ccco2)c1C#N | -1.5 | 22 | -0.1 | 18 | -8 | 16 | 2 | 2 | -13
c1ccc(CSc2nnc(-c3cccnc3)o2)cc1 | 13 | 5 | -0.2 | 7 | 10 | 12 | 16 | 0 | 4
OC(COc1c(Br)cc(Br)cc1Br)CN1CCOCC1 (stereo not given) | -0.3 | 31 | 0.7 | 18 | -6 | -28 | -3 | 2 | 2
O=C(Nc1ccc2c(c1)OCO2)c1cc2ncc(Br)cn2n1 | -1.4 | 3 | -0.6 | 14 | 2 | -4 | 12 | 3 | 3
COc1ccc(CNc2nc(SC)n[nH]2)cc1OC | 1.8 | 16 | . | 3 | -4 | 50 | 11 | 2 | 5
CCOC(=O)CN1NC2(CCCCCCC2)NC1=S | 0.7 | -7 | 0.4 | 11 | 0 | -11 | 2 | 0 | -4
O=C(NC1=NN(c2ccccc2)CC1)Nc1ccccc1F | -2.3 | 47 | 0.8 | 2 | 0 | -6 | 16 | -2 | -3
CC(=O)N1CCN(c2ccccc2NC(=O)COc2ccc(Br)cc2)CC1 | 2.6 | -1 | 0.2 | -1 | 20 | 8 | 16 | 0 | 3
CC(=O)Nc1ccc(NC(=O)CN(c2ccc(F)cc2)S(=O)(=O)c2ccc3c(c2)OCCO3)cc1 | -2.9 | 0 | 0.5 | 6 | 1 | 10 | 19 | 2 | -10
C/C(CCc1ccccc1)=N\NC(=O)c1ccccc1 | 1.3 | -25 | 0.3 | 9 | -12 | 25 | 0 | 1 | -3
O=C(O)CC1C(=O)NCCN1Cc1cccs1 (stereo not given) | -0.6 | -11 | 2.5 | 5 | -2 | -9 | 0 | 4 | 2
COC(=O)[C@@H]1CC[C@H](C)[C@@H](c2ccc(C)cc2)N1C(=O)c1ccc(/C=N/O[C@@H](C)c2cn([C@H](CO)Cc3ccccc3)nn2)cc1 | -11 | 25 | 1.5 | . | -1 | 18 | 6 | -3 | -4
Cc1cc(=O)c2cc(Br)ccc2n1CC(=O)NCc1ccccc1 | 0.8 | 15 | -1.0 | 5 | -3 | 8 | 7 | 2 | -12
CC(C)CNC(=O)C1CC(=O)OC12CCCCC2 (stereo not given) | -0.8 | 8 | -0.3 | 9 | -2 | -13 | -5 | 4 | 2
O=C(Nc1cccc(CCc2ccccn2)c1)c1ccc(Cl)cc1 | 0.3 | 9 | 5.3 | 7 | 14 | 5 | 5 | -2 | 14
Cc1ccc(S(=O)(=O)NCc2ccncc2)c(C)c1C | -11 | 50 | -0.6 | 13&6 | -7 | . | 1 | 2 | 1
COc1ccc(C(=O)NC(=S)SCC(=O)O)cc1 | 6.2 | -11 | 0.4 | 4 | 2 | -8 | 3 | -3 | -5
Cc1ccc(-n2c(=O)c3c(C)c(C)sc3n(Cc3cc(=O)n4ccccc4n3)c2=O)cc1C | -6.8 | 52 | . | 1 | 1 | 9 | 10 | 1 | -4
Cc1cc(C)c(C#N)c(SCC(=O)c2ccc(Cl)cc2Cl)n1 | -5.0 | 38 | 0.1 | 10 | -6 | 11 | 3 | -3 | 4
COc1ccc2[nH]c(C)c(CCN(Cc3cccs3)C(=S)Nc3cccc(F)c3)c2c1 | 1.5 | 70 | 1.3 | 14 | -1 | 18 | 14 | -3 | 2
Cn1c(=O)cc(OCCCC(=O)NCc2ccc3c(c2)OCO3)c2ccccc21 | -0.3 | -4 | 0.7 | 16 | 3 | -5 | 24 | -1 | -6
CS(=O)(=O)Nc1ccc(C(=O)Nc2ccccc2Sc2ccccc2)cc1 | 0.4 | 61 | 0.0 | 10 | -3 | 8 | -1 | 1 | 23
Cc1nnc(SCC(=O)Nc2ccc(S(=O)(=O)N3CCCC3)cc2)n1N | -0.5 | 19 | -0.2 | 7 | -8 | 22 | -1 | -1 | 4
O=[N+]([O-])c1ccccc1N/N=C\c1ccccc1F | 0.4 | -13 | 0.4 | 3 | -1 | 1 | 5 | 4 | -21
COc1ccc(CCNC(=O)C/C(C)=N/NC(=O)c2ccc(N)cc2)cc1OC | -3.0 | 26 | 0.1 | 4 | -7 | 4 | -2 | 0 | -8
O=C(CNc1ccccc1OC(F)F)N1CCc2ccccc21 | 1.9 | -13 | 2.7 | 3 | 0 | 21 | -2 | 7 | -1
Cc1c(C=O)c2ccccc2n1CC(=O)NCc1ccc2c(c1)OCO2 | 0.9 | 16 | 3.8 | 2 | -2 | 10 | 5 | 0 | -1
N#CCC(=O)N/N=C/c1cn(Cc2ccc(Cl)c(Cl)c2)c2ccccc12 | 1.5 | 32 | -0.6 | -1 | 5 | 17 | 12 | 3 | -7
O=C(c1cccc(F)c1)N1CCN(c2cccc(Cl)c2)CC1 | -8.7 | . | 2.7 | 7 | -9 | 9 | 5 | 3 | 0
CCc1nnc(NC(=O)CSc2nnc(CNc3ccc(C)cc3)n2C)s1 | 0.6 | 4 | 4.0 | 8 | -4 | 32 | 7 | 0 | -11
Cn1nc(C(F)(F)F)c(-c2ccccc2)c1NC(=O)c1ccco1 | -0.5 | 2 | 0.5 | 13 | -2 | 3 | 0 | 0 | -9
O=C(Nc1cccc(F)c1)c1cccnc1N1CCOCC1 | 0.1 | 18 | -0.2 | 6 | -2 | 4 | 2 | 1 | -2
Cc1cccc2c1CC(C)(C)N/C2=C\C(N)=O | -0.8 | 21 | 0.8 | 14 | -1 | 25 | 8 | -2 | -18
Cc1ccc(NC(=S)N/N=C/c2c(C)nn(-c3ccccc3)c2N2CCCC2)cc1 | -0.4 | 20 | 0.4 | 15 | 9 | 16 | 8 | 1 | -11
COc1cccc(C(=O)Nc2nnc(-c3cccs3)o2)c1 | -0.9 | -2 | -0.2 | 5 | -7 | 29 | -4 | 0 | -25
Cc1ccc(C2NC(=O)NC(O)(C(F)(F)F)C2C(=O)c2cccs2)o1 (stereo not given) | 1.3 | 6 | 0.6 | 8 | -6 | 0 | 13 | -2 | 3
CNC(=O)c1ccc(-c2ccc(F)cc2)s1 | -2.4 | -21 | -0.3 | 4 | -8 | 30 | 0 | 2 | -18
N/C(=N\OC(=O)CCCc1ccccc1)c1cccc([N+](=O)[O-])c1 | 1.1 | 40 | 0.5 | 7 | 12 | 24 | 16 | 2 | 6
O=C1CC(c2cccs2)c2cc3c(cc2N1)OCO3 (stereo not given) | -6.6 | 7 | 0.3 | 5 | 1 | 24 | 17 | -1 | 4
O=C1N/C(=C\c2nc3ccccc3s2)c2ccccc21 | -2.7 | 67 | 0.2 | 10 | 2 | 40 | 5 | -2 | -39
CCNC(=S)N(Cc1cccs1)Cc1cc2cc(OCC)ccc2[nH]c1=O | 3.1 | 47 | 1.8 | 10&11 | 6 | 2 | 13 | -2 | 28
CCn1c(CC(=O)Nc2ccc(C)c(Cl)c2)nnc1SCC(=O)Nc1nc(C)cs1 | 1.2 | 79* | -0.1 | 5 | -5 | 28 | 6 | 0 | 19
COC(=O)[C@@H]1C[C@@]2(O)[C@H](O)[C@H](O)[C@H](O)C[C@H]2N1Cc1cc(F)ccc1F | 4.0 | -3 | 0.2 | 14 | -3 | -1 | 1 | . | -4
Cc1cc(C)c(NC(=O)CCn2nnc3ccccc32)c(C)c1 | 0.1 | 4 | 2.3 | 4 | -1 | . | 11 | 0 | 1
CN(Cc1ccc2nonc2c1)Cc1nc(Cc2cccc(F)c2)no1 | 12 | -2 | -0.4 | 5 | 1 | 2 | 10 | 0 | -6
CCOC(=O)C1CCN(C(=O)C2(NC(=O)Nc3cccc(F)c3)CCCCC2)CC1 | 1.7 | 1 | 1.2 | 0 | 1 | 12 | 8 | 1 | -1
Later entries.
SMILES | TNF death inh | CHOP inhibitor | L929 necroptosis | EP2 antag | FXIa inh | PPC-1+TRAIL kill | FXIIa inh 1536 | Wee1 degr inh | Tb hexokinase
CNC(=O)c1ccc(=O)n(Cc2cccc(C(F)(F)F)c2)c1 | 0.0 | 3 | 1.6 | 6 | -5 | 4 | 1 | -1 | -1
COCCCNC(=O)Cn1cnc2sc(C)c(S(=O)(=O)N3CCN(c4ncccn4)CC3)c2c1=O | 0.6 | -5 | 1.5 | 9 | 0 | 10 | 9 | 0 | -3
CCCOc1ccccc1C1CC(=O)Nc2cc3c(cc21)OCO3 (stereo not given) | -20 | 86* | -1.2 | 10 | 4 | 21 | 7 | 1 | 7
O=C(O/N=C1\CCCc2ccccc21)C1CC1 | 1.2 | 11 | 0.0 | 5 | -5 | 0 | 7 | 1 | 2
COCCSc1ccccc1C(=O)Nc1nccs1 | -0.7 | 7 | 0.2 | -1 | -7 | 12 | -2 | -1 | -3

An excerpt, so the mix of outcomes need not match the whole.
